Source: PubChem BioAssay (National Center for Advancing Translational Sciences (NCATS))
BLM helicase inh: Bloom syndrome helicase (human) inhibition. Potency, µM (doses to about 56.1 µM), inactives show at the highest dose activity change, negative = inhibition, hits mostly inhibitors. 350,000 tested, 0.2% active. AID 2528. P54132. recombinant BLM DNA unwinding, fluorescence dequenching;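 also: plate controls were vehicle for no effect and no enzyme for full effect; nearly all actives have a fitted effect of over 35% in size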
G9a block: inhibitors of human histone lysine methyltransferase G9a. Potency, µM (top dose mostly 102 µM), without a hit: top-dose activity, negative = inhibition, most hits filed as inhibitors. 350,000 tested, 8.8% active. G9a H3K9 monomethylation, AlphaScreen, 2 h. AID 504332; also: % is scaled to controls: 0 for no effect and ±100 for the full control effect; nearly all actives have a fitted effect of over 75% in size
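Signal arises when biotinylated H3K9 peptide, once monomethylated, bridges streptavidin donor and antibody-captured acceptor beads. Enzyme at 20 nM was preincubated 15 min with test compounds; peptide 500 nM and SAM 20 uM then reacted for 2 h.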
Pin1 inh: blocks the human prolyl isomerase Pin1; Pin1 FP peptide displacement, HiFluor488, 10 min; Potency, µM (top dose mostly 115 µM), inactives show top-dose activity, negative = inhibition, actives largely listed as inhibitors; 390,000 tested, 0.009% active; AID 504891; active = well fitted inhibition curve with a large enough effect in the polarisation, with a control signal flat, not every such curve was filed as active; inconclusive = small, poorly fitted or top-dose-only effect, or effect the other way, or a change in a side signal; inactive = no such curve, though single readings can be large or run the other way; the % refers to the polarisation; also: % is scaled to controls: 0 for no effect and ±100 for the full control effect
Target sequence (Q13526 whole entry, looked up): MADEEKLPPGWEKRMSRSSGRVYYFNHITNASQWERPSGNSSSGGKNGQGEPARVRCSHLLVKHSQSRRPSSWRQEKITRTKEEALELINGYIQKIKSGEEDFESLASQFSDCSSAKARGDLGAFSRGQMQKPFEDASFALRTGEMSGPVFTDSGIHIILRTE
Pol iota inh: DNA polymerase iota (human) inhibition | Q9UNA4 | Pol iota fluorescent replication assay, 10 min | Potency, µM (series often up to 115 µM), for the others: top-dose activity, negative = inhibition, usual class: inhibitors | 390,000 tested, 1% active | AID 588590
Target sequence (Q9UNA4 whole entry, looked up): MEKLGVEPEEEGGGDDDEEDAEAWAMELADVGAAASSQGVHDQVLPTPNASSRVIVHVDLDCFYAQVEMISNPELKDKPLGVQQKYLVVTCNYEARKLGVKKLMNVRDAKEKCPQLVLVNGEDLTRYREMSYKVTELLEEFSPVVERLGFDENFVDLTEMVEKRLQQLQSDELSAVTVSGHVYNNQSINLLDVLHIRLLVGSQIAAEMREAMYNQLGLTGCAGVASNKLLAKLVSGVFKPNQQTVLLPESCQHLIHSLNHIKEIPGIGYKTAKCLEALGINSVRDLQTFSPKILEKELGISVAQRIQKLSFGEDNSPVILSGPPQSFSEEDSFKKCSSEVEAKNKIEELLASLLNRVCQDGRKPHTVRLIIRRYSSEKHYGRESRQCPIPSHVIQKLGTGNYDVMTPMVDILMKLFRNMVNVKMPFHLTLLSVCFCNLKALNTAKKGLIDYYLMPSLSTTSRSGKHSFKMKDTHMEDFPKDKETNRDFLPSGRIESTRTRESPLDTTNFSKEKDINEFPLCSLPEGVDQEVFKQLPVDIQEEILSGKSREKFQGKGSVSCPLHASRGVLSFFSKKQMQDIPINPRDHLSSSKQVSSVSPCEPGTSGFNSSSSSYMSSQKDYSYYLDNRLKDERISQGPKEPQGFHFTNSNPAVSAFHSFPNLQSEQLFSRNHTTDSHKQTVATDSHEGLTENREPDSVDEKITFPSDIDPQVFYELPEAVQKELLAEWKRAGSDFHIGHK
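Pol iota at 10 nM preincubated 15 min with compounds at room temperature; reaction started with fluorescent substrate, 50 nM final. Fluorescence read kinetically at 0 and 10 min; buffer-only wells as negative control.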
JMJD2A Tudor inh: inhibitors of human JMJD2A Tudor domain | AlphaScreen JMJD2A-Tudor / H3K4me3 peptide binding | Potency, µM (titrated, usually from 114 µM), for the others: at the highest dose activity change, negative = inhibition, usual class: inhibitors | 390,000 tested, 4.4% active | AID 504339; also: % is scaled to controls: 0 for no effect and ±100 for the full control effect; nearly all actives have a fitted effect of over 50% in size
BAZ2B inh: BAZ2B (human) inhibition. Potency, µM (doses to about 114 µM), inactives show at the highest dose activity change, negative = inhibition, most hits filed as inhibitors. Q9UIF8. AlphaScreen BAZ2B-H3K14Ac peptide displacement. 360,000 tested, 4.4% active. AID 504333; also: % is scaled to controls: 0 for no effect and ±100 for the full control effect; nearly all actives have a fitted effect of over 60% in size
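Inhibition is scored as reduced AlphaScreen emission. The BAZ2B/b-H3(5-23)K14Ac complex (50 nM each) in PBS pH 7.4, 0.01% Tween-20 meets compound (up to 110 uM) for 30 min at RT before bead addition.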
GLS inh: inhibitors of human glutaminase (GLS). Potency, µM (titrated, usually from 45.5 µM), inactives show at the highest dose activity change, negative = inhibition, most hits filed as inhibitors. GLS enzymatic activity, qHTS titration. AID 624170. 410,000 tested, 0.21% active; also: % is scaled to controls: 0 for no effect and ±100 for the full control effect
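Enzyme dispensed in phosphate buffer (45 mM, pH 8.2, 0.02% Tween-20), compounds pinned in, then 1 mM L-glutamine solution and the glutamate oxidase–HRP–Amplex Red mix added; fluorescence read immediately and again after 30 min at room temperature.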
HP1b chromo inh: inhibitors of HP1-beta chromodomain binding to methylated histone tails. P83916. AlphaScreen HP1-beta / biotin-H3K9me3 peptide binding. Potency, µM (top dose mostly 114 µM), for the others: at the highest dose activity change, negative = inhibition, most hits filed as inhibitors. 390,000 tested, 0.56% active. AID 540317; also: nearly all actives have a fitted effect of over 70% in size; inactives centre near 23
Target sequence (P83916 whole entry, looked up): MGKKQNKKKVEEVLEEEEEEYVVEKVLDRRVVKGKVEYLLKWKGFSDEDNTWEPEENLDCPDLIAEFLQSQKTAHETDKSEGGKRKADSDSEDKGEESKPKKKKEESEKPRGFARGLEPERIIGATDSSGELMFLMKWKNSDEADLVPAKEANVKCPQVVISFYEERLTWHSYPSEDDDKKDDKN
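AlphaScreen: HP1-beta (50 nM) preformed 30 min with biotin-H3(1-18)K9me3 peptide (50 nM) in PBS pH 7.4, 0.01% Tween-20. Compound added for 30 min at RT, then streptavidin donor/nickel chelate acceptor beads (10 ug/mL) for 30 min.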
Tb PGK inh: T. brucei PGK inhibition | 380,000 tested, 0.043% active | P07378 | AID 602233 | Potency, µM (doses to about 57.5 µM), for inactives: top-dose activity change, negative = inhibition, most hits filed as inhibitors | PGK/GAPDH coupled, Kinase-Glo luminescence, 60 min; also: % is scaled to controls: 0 for no effect and ±100 for the full control effect; nearly all actives have a fitted effect of over 60% in size
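Luminescent ATP detection (Kinase-Glo Plus) follows a 60-minute room-temperature incubation, with wells lacking PGK as controls. Buffer: 100 mM TEA (pH 7.6), 5 mM MgCl2, 0.01% Tween-20. Coupling enzyme GAPDH (100 nM final) supplies unstable 1,3-BPG in-well.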
An asterisk follows results filed as active; i = inactive; ? = inconclusive; · = not tested or not shown; & = joins results of further samples; ! = a repeat was not active; [ ] = another dose, or the depositor's remark. Unless noted, calls follow the shape of the dose curve; as a rule, active = well fitted curve in the direction sought with a large enough effect; inconclusive = small, poorly fitted or top-dose-only effect, or another doubt; inactive = no such curve, though single readings can be large; an effect the other way counts as inactive or inconclusive. Potency is read from the fitted curve at half-maximal effect. These rows are one share of the data. The share of hits here may be higher or lower than overall.

SMILES | BLM helicase inh | G9a block | Pin1 inh | Pol iota inh | JMJD2A Tudor inh | BAZ2B inh | GLS inh | HP1b chromo inh | Tb PGK inh
Cc1cc(C=C2C(=O)N(C)C(=S)N(C)C2=O)c(C)n1C1CCCCC1 | -12% | 35µM* | 32%[activator] | ? | -36% | ? | -2% | 7% | 11%
O=C(Nc1nnc(-c2ccco2)o1)c1cccc2ccccc12 | 1% | 9% | 0% | 18% | ? | ? | 0% | 32% | 0%
Cn1c(NN=O)nc2ccccc21 | -25% | 8.9µM* | -5% | 15% | ? | ? | -6% | -2% | -1%
COc1ccc(OC)c(-n2c(O)c(/C=C3\C=Nc4ccccc43)c(=O)[nH]c2=O)c1 | -7% | -17% | 22% | ? | -12% | -15% | -7% | 16% | -4%
CN(C)CCN(CC1CCCN(Cc2ccccc2F)C1)C(=O)Cc1ccc(F)c(F)c1 (stereo not drawn) | -7% | 22% | -5% | 33%[activator] | -22% | 1% | -2% | 10% | -7%
COc1ccc2o/c(=N\O)c(C(=O)Nc3ccc(C)cc3)cc2c1 | -4% | 50µM* | -11% | 2% | -22% | -4% | 25% | 22% | -7%
BrCC(Br)C1CCC(Br)C(Br)C1 (stereo not drawn) | · | -21%[0.501 µM] | -2% | -14% | 99%[activator] | 169%[activator] | -2% | 141%[activator] | i
COC(=O)C1=C(c2cccc(OCc3ccccc3)c2)C[C@@H]2CC[C@H]1N2C(=O)NCCOc1ccccc1Cl | · | 20%[2.33 µM] | ? | 10% | -25% | 0% | 1% | 22% | 3%
c1ccc(CN2CCN(Cc3ccc4c(c3)OCCO4)CC2)cc1 | -1% | · | 1% | 8% | -13% | ? | 7% | 10% | 4%
Nc1c(C(=O)NCC2CCCO2)c2nc3ccccc3nc2n1Cc1ccco1 (stereo not drawn) | 3% | -3%[12.7 µM] | 18% | ? | 32% | 9% | -9% | 96%[activator] | -6%
CC1CCCCN1CCNS(=O)(=O)c1ccc2c(c1)oc(=O)n2C (stereo not drawn) | 3% | ? | 1% | ? | -15% | 2% | -1% | 23% | -3%
Cc1ccccc1NC(=S)NC(NC(=O)CF)C(Cl)(Cl)Cl (stereo not drawn) | -4% | -1%[59 µM] | -7% | 93%[activator] | 3% | -21% | 11% | 32% | 3%
COc1ccccc1CC(=O)N1CCN(CCc2ccccc2)CC1 | 0% | 19% | 1% | -18% | -19% | -17% | 0% | 9% | -9%
Cc1ccc(S(=O)(=O)N2CC3CC(C2)c2cccc(=O)n2C3)cc1 (stereo not drawn) | 0% | 1%[12.7 µM] | 2% | 6% | -12% | 4% | 1% | 26% | ·
CC(=O)C1=C(C)OC(N)=C(C(=O)OC(C)C)C12C(=O)Nc1ccccc12 (stereo not drawn) | -5% | ? | 4% | 8% | -20% | -27% | -3% | 8% | -1%
CC(C)CN1CCN(Cc2cccc3c2OCO3)CC1CCO (stereo not drawn) | 1% | -38% | 1% | 121%[activator] | -1% | -16% | -7% | 30% | -2%
C[C@]12CCC3C(CC[C@H]4C[C@H](O)[C@H](O)C[C@]34C)C1CC[C@@H]2O (stereo partly drawn) | · | · | 4% | 10% | -14% | · | -1% | 18% | i
Cn1cc(C(=O)OCC(=O)NC2(C#N)CCCCC2)c2ccccc21 | · | -39% | 2% | 43%[activator] | -14% | -7% | 0% | 25% | 15%
C#CCN(C)C(C)Cc1ccccc1 (stereo not drawn) | -2% | 14%[59 µM] | -9% | ? | -16% | -22% | 11% | 27% | -7%
CC1=C(C)CC2(CC1)C(=O)NC(=O)NC2=O | · | · | -12% | 8% | 6% | · | -12% | 48%[activator] | -10%
COC(=O)C1=C(c2ccc(F)cc2F)C[C@@H]2CC[C@H]1N2C(=O)NCCO | · | 4%[2.33 µM] | -5% | 55%[activator] | -9% | 10% | -4% | 35% | 12%
CC[C@H](C)/C=C(C)/C=C/C1=CC2=C(Cl)C(=O)[C@@](C)(OC(C)=O)C(=O)C2=CO1 | · | · | 37%[activator] | ? | 56µM* | · | -1% | 50µM* | ?
CC(=NC1CCN(Cc2ccccc2)CC1)c1c(O)n(C)c(=O)n(C)c1=O | 0% | ? | -13% | 2% | -6% | 7% | -3% | 37%[activator] | -1%
CCOC(=O)CSc1ccc(C(=O)N2CCC3(CC2)OCCO3)cc1[N+](=O)[O-] | 0% | 9% | -9% | 11% | -4% | -2% | 10% | 20% | -2%
COc1ccc(-c2nc3ccccc3c(=O)n2-c2nccs2)cc1 | -3% | -5%[59 µM] | 7% | 26% | -7% | 3% | · | 30%[activator] | -5%

(more compounds)
SMILES | BLM helicase inh | G9a block | Pin1 inh | Pol iota inh | JMJD2A Tudor inh | BAZ2B inh | GLS inh | HP1b chromo inh | Tb PGK inh
C=C(C)C1(CCCC)C(=O)NC(=S)NC1=O | · | · | -4% | 17% | -10% | · | 5% | 19% | 1%
O=[N+]([O-])c1cc(O)c(O)c([N+](=O)[O-])c1 | -8%&2% | 7.9µM*! | 1% | ? | -21% | ? | 29% | 20% | -20%
CCN(CCCl)Cc1ccccc1Br | · | 18%[12.7 µM] | 2% | ? | ? | · | 11% | 31% | -4%
CCOc1ccc(CCNC(=O)c2cc3c(-c4ccc(OC)c(OC)c4)nn(C)c3s2)cc1OCC | -17% | ? | 19% | 1% | ? | · | 7% | 9% | 2%
C/C(CC(=O)Nc1cc(C)ccn1)=N\NC(=O)c1ccncc1 | 2% | ? | -12% | 48%[activator] | -1% | ? | 27% | 25% | 0%
O=c1c2ccccc2nc(CSc2ncnc3nc[nH]c23)n1-c1ccc(Cl)c(Cl)c1 | 0% | · | 3% | 7% | -4% | 5% | -10% | 43%[activator] | 1%
COc1ccccc1-n1c(O)c(C=Nc2c(C)n(C)n(-c3ccccc3)c2=O)c(=O)[nH]c1=O | 0% | 9%[2.33 µM] | 2% | 11% | -6% | 2% | 19% | 28% | 3%
Cc1ccccc1CN1CCN(Cc2ccccc2)CC1 | 1% | · | 0% | -6% | -21% | 4% | 3% | 22% | 5%
COC(=O)C1=C(c2cccc(C#N)c2)C[C@@H]2CC[C@H]1N2C(=O)NC1CC1 | · | -7%[2.33 µM] | 4% | 14% | -1% | 4% | 2% | 60%[activator] | -8%
CSc1ccc(Cl)c(C(=O)OCC(=O)N2CCN(C(=O)c3ccco3)CC2)c1 | · | ? | -7% | -15% | -21% | -7% | 1% | 35% | -1%
COC(=O)C1=C(c2ccccc2)C[C@@H]2CC[C@H]1N2C(=O)NCCS(C)=O (stereo partly drawn) | · | · | -8% | 10% | -18% | · | 6% | 13% | i
CCOC(=O)c1c(NS(=O)(=O)c2ccccc2)n(CCCOC)c2nc3ccccc3nc12 | 5.6µM* | -9%[59 µM] | ? | 1.1µM* | -29% | -5% | 5% | 28% | -21%
O=C1CN=C(c2ccccc2)c2cc(Br)ccc2N1Cc1cc(=O)n2ccccc2n1 | 0% | 5%[59 µM] | -1% | -3% | -24% | -3% | -2% | 17% | -1%
CN1C(=O)C(=Cc2ccc(Sc3ccccc3)o2)C(=O)N(C)C1=O | 1% | 8.9µM* | 0% | 64%[activator] | -4% | -29% | 4.5µM* | 27% | -1%
CCN(C[C@H]1N[C@@](CC)(C(=O)OC)[C@H]2C(=O)N(Cc3ccccc3)C(=O)[C@@H]12)C(=O)Nc1ccc(Cl)cc1 | · | · | 11% | 38%[activator] | -9% | · | 2% | 27% | -6%
COc1ccc(OC)c2c1CCC1NCCOC21 (stereo not drawn) | -17% | ? | -8% | 47%[activator] | -24% | -30% | 1% | 22% | 3%
O=C1NC(=O)N(c2ccc3c(c2)OCO3)C(=O)/C1=C\c1ccc(-c2ccccc2C(=O)O)o1 | -2% | 10µM* | ? | 20µM* | 32µM* | 79µM* | -27% | ? | -19%
CN1CCN(c2cc(N3CCCCCC3)c(F)cc2[N+](=O)[O-])CC1 | -8% | ? | 1% | 25% | ? | ? | 11% | -32% | -1%
C[C@H](NC(=O)CCC(=O)N1C[C@H]2C[C@H](C1)c1cccc(=O)n1C2)c1ccccc1 | 2% | 13%[12.7 µM] | 0% | 58%[activator] | -17% | -18% | 1% | 38% | 6%

Eight entries from above, sorted by length of the SMILES, low to high:
SMILES | BLM helicase inh | G9a block | Pin1 inh | Pol iota inh | JMJD2A Tudor inh | BAZ2B inh | GLS inh | HP1b chromo inh | Tb PGK inh
CCN(CCCl)Cc1ccccc1Br | · | 18%[12.7 µM] | 2% | ? | ? | · | 11% | 31% | -4%
COc1ccc(OC)c2c1CCC1NCCOC21 (stereo not drawn) | -17% | ? | -8% | 47%[activator] | -24% | -30% | 1% | 22% | 3%
Cc1ccccc1CN1CCN(Cc2ccccc2)CC1 | 1% | · | 0% | -6% | -21% | 4% | 3% | 22% | 5%
C/C(CC(=O)Nc1cc(C)ccn1)=N\NC(=O)c1ccncc1 | 2% | ? | -12% | 48%[activator] | -1% | ? | 27% | 25% | 0%
CN1C(=O)C(=Cc2ccc(Sc3ccccc3)o2)C(=O)N(C)C1=O | 1% | 8.9µM* | 0% | 64%[activator] | -4% | -29% | 4.5µM* | 27% | -1%
CCOc1ccc(CCNC(=O)c2cc3c(-c4ccc(OC)c(OC)c4)nn(C)c3s2)cc1OCC | -17% | ? | 19% | 1% | ? | · | 7% | 9% | 2%
O=C1NC(=O)N(c2ccc3c(c2)OCO3)C(=O)/C1=C\c1ccc(-c2ccccc2C(=O)O)o1 | -2% | 10µM* | ? | 20µM* | 32µM* | 79µM* | -27% | ? | -19%
CCN(C[C@H]1N[C@@](CC)(C(=O)OC)[C@H]2C(=O)N(Cc3ccccc3)C(=O)[C@@H]12)C(=O)Nc1ccc(Cl)cc1 | · | · | 11% | 38%[activator] | -9% | · | 2% | 27% | -6%
